Casp6 inh: human caspase-6 inhibitors, primary screen, biochemical, VEID-R110 fluorescence, single point, set 2 | P55212 | purified caspase-6, Z-VEID-R110 cleavage fluorescence | inhibition, % at 12.5 µM | 350,000 tested, 0.53% active;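 active = mean inhibition across replicates at least about 35%, with every replicate also reaching that limit, limit read from the data; inconclusive = only one of the two criteria met; inactive = neither criterion met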;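 note: 0% = median of neutral control wells and 100% = no fluorescence left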
Target sequence (P55212 24-179 limits assumed): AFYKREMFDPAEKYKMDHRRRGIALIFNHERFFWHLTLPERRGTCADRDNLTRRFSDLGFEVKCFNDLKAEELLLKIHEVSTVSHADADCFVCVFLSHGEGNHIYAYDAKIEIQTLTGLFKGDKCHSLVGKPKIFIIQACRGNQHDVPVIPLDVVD
Target sequence (P55212 194-293 limits assumed): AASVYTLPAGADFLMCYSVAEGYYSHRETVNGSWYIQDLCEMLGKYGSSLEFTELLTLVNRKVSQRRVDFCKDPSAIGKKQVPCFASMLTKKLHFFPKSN
DENV2 CPE rescue: inhibitors of DENV2 cytopathic effect, primary screen, cell-based, plate reader, single concentration. DENV2-infected cells, cytopathic effect rescue. CPE inhibition, % at 9.99 µM. 350,000 tested, 1.7% active; in the data active = CPE inhibition above about 20%, passing the limit was not always enough; inconclusive = no clear call, values can overlap the other calls; tested in BHK-21 cells;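 note: 0% = median of neutral control wells and 100% = median of positive control wells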
RAD52 inh: RAD52 DNA annealing inhibitors, primary screen, biochemical, FRET, single point, set 2. inhibition, % at 18.7 µM. recombinant RAD52 DNA annealing, FRET fluorescence. 360,000 tested, 0.46% active. DNA repair protein RAD52 homolog (Homo sapiens), P43351;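 active = every replicate showing at least 50% inhibition; inconclusive = mean inhibition at least 50% but not in every replicate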
XiGFP reactiv: activators of inactive X chromosome reactivation, primary screen, imaging, XiGFP fibroblasts, GFP high-content imaging, set 2; XiGFP mouse fibroblasts, % GFP-positive cells imaging, 3 d; cells co-treated with 5-aza-dC sensitizer; scaled so ellipticine positive control = 100%; activation, % at 7.58 µM; 360,000 tested, 0.055% active;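 active = mean normalized replicate activation at least 10% and every replicate at or above 10%; inconclusive = only one of the two criteria met; inactive = mean below 10% and not all replicates reach 10%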;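 note: 0% = median of on-plate neutral control wells and 100% = ellipticine 6 µM median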
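Assay system – SV40-immortalized XiGFP fibroblast cells, line 68-5-11 · Buffer or medium – DMEM supplemented with 5-aza-dC as sensitizing agent · Dosing – one concentration, pinned · Benchmarks – positive control ellipticine, 6 µM final · Times – 3 days compound exposure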
RAD54 branch: inhibitors of human RAD54 branch migration, primary screen, biochemical, fluorescence, single point; RAD54 Holliday junction branch migration, FAM/BHQ fluorescence; DNA repair and recombination protein RAD54-like (Homo sapiens), Q92698; inhibition, % at 10.4 µM; 360,000 tested, 0.14% active;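 active = mean normalized replicate activity at least 40 and at least half of replicates scoring 40 or more; inconclusive = only one of the two criteria met; inactive = mean below 40 and under half of replicates reaching 40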;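 note: 0% = median of neutral control wells and 100% = median of positive control wells; inhibitors cause a drop in the FAM fluorescence signal; in these data hits start at about 50%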
CFTR F508del cor: F508del CFTR correction, initial screen, CFBE line, single point; CFBE cells, YFP halide quenching; stimulated with forskolin plus potentiator P3; % fluorescence drop versus neutral controls; activity (quench increase), % at 7.58 µM; 350,000 tested, 0.36% active; AID 720511, 2013;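 active = mean added fluorescence quench of at least 8% versus neutral control, with both replicates also reaching 8%; inconclusive = only one of the mean or replicate conditions met; inactive = mean below 8% and not both replicates reaching 8%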;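 note: cells transiently co-express mutant CFTR-F508del with the halide-sensitive YFP; corrector assay measuring rescue of mutant channel to the surface after 24 h compound exposure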
GSIS activator: GLuc luminescence reporter in INS-1E cells, primary screen for activators of glucose-dependent secretion of insulin; INS-1E GLuc reporter insulin secretion, 2-3 h; activation, % at 16.6 µM; 370,000 tested, 0.61% active;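 active = lowest replicate activation of at least 40%, so every replicate reaches that level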;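 note: 0% = median of neutral control wells and 100% = median of IBMX positive control wells; some compounds called inactive have numbers as strong as hits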
E-selectin induc: E-selectin induction in HUVECs, primary screen, imaging, HUVEC, immunofluorescence imaging, single point; 260,000 tested, 0.37% active; P16581; AID 686992, 2013; activation, % at 7.58 µM; normalized: neutral wells 0, TNF-alpha wells 100;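 active = mean E-selectin-positive cell signal at least 10% of the positive control, reached in at least 60% of replicates, without over 20% cell loss; inconclusive = no rule given, readout overlaps actives, possibly toxicity-flagged; inactive = the rest, including those meeting only one limit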;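 note: in these data hits start at about 27%; measured in HUVEC primary endothelial cells; signal is the percent of cells scored E-selectin positive by PE staining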
Target sequence (P16581 whole entry, looked up): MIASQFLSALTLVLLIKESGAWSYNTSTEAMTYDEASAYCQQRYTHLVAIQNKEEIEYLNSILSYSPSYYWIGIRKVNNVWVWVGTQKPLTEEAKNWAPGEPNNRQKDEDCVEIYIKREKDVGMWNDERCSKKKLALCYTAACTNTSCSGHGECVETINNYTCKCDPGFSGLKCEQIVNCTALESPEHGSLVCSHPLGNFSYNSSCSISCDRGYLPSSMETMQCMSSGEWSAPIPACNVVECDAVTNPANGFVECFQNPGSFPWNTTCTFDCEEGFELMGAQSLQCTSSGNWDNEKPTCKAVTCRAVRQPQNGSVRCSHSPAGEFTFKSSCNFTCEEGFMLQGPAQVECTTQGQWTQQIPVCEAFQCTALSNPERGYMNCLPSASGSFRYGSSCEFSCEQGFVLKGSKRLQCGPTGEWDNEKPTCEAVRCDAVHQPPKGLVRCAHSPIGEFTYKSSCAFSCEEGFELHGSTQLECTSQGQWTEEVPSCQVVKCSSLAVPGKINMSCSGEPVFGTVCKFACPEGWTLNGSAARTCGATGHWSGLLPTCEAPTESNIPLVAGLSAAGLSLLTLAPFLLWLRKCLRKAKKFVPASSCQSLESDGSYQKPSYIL
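Test system: HUVEC | Signal: Immunofluorescence imaging | Read-out: Percent E-selectin-positive cells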
* marks the source's active call; other numbers are inactive results; ? = inconclusive; nt = no result given; & = joins results of further samples. This is a random part of the collection (roughly 3.7% active in at least one column).

The first 2 compounds as a preview:
SMILES	Casp6 inh	DENV2 CPE rescue	RAD52 inh	XiGFP reactiv	RAD54 branch	CFTR F508del cor	GSIS activator	E-selectin induc
C[C@H](CO)N1C[C@H](C)[C@@H](CN(C)C(=O)CCC(F)(F)F)OCCCC[C@H](C)Oc2ccc(NS(=O)(=O)c3ccc(F)cc3)cc2C1=O	3.1	-12.3	-21.1	0.3	1.5	0.9	-14.4	nt
C[C@@H]1CCCCO[C@@H](CN(C)C)[C@@H](C)CN([C@H](C)CO)C(=O)c2cc(NC(=O)C3CCCCC3)ccc2O1	0.0	?	2.7	0.3	-4.8	-2.3	7.3	-0.1

Results, previewed entries included:
SMILES	Casp6 inh	DENV2 CPE rescue	RAD52 inh	XiGFP reactiv	RAD54 branch	CFTR F508del cor	GSIS activator	E-selectin induc
C[C@H](CO)N1C[C@H](C)[C@@H](CN(C)C(=O)CCC(F)(F)F)OCCCC[C@H](C)Oc2ccc(NS(=O)(=O)c3ccc(F)cc3)cc2C1=O	3.1	-12.3	-21.1	0.3	1.5	0.9	-14.4	nt
C[C@@H]1CCCCO[C@@H](CN(C)C)[C@@H](C)CN([C@H](C)CO)C(=O)c2cc(NC(=O)C3CCCCC3)ccc2O1	0.0	?	2.7	0.3	-4.8	-2.3	7.3	-0.1
COc1ccc(NC(=O)Nc2ccccc2F)cc1Cl	-2.1	7.6	-7.6	-0.1	-1.3	nt	7.2	1.8
O=C1NC[C@@H](CCCCN2C[C@H](Cc3ccc(O)cc3)N(CC3CCCCC3)C(=O)C2=O)N(Cc2ccccc2)C1=O	1.4	-11.8	-17.6	0.0	nt	0.0	nt	nt
O=C(CCc1ccccc1)NC(NC(=S)Nc1ccc(Br)cc1)C(Cl)(Cl)Cl (centres undefined)	2.2	3.2	0.4	nt	-2.0	1.2	-13.0	nt
Cc1ccc(-c2c(C(=O)c3ccccc3)[nH]c(N)c2C(=O)NCCc2c[nH]c3ccccc23)cc1	-4.9	-6.6	-3.6	-0.1	nt	-0.1	-12.3	0.4
Cc1ccc(S(=O)(=O)NCC(=O)NCC(=O)N2CCC(C)CC2)cc1	-0.6	4.0	3.2	0.0	-2.0	-0.2	-1.3	0.2
CN1CCN(C(=O)c2ccc3c(Cl)c4c(nc3c2)CCCC4)CC1	1.7	8.7	-2.2	0.5	-1.9	-1.8	-13.7	nt
C[C@@H]1CN([C@@H](C)CO)C(=O)c2cc(C3=CCCC3)cnc2O[C@@H]1CN(C)Cc1ccccn1	-6.2	-4.9	-17.9	-0.2	-2.4	1.2	-5.6	-0.2
Cc1ccc(N(C(=O)Cn2nnc(-c3ccc(C)o3)n2)C(C(=O)NC2CCCC2)c2ccncc2)cc1 (centres undefined)	-1.1	4.4	-7.9	0.1	-11.5	0.7	-17.1	nt
Cc1c(Cl)cccc1NC(=O)CSc1nc(=O)n(CCCN2CCOCC2)c2c1CCCC2	0.0	?	11.0	-0.1	5.1	0.6	-2.5	-0.2
CNC[C@H]1Oc2cc(C#CC3(O)CCCC3)ccc2S(=O)(=O)N([C@H](C)CO)C[C@H]1C	2.5	1.8	-29.0	-0.1	17.9	-1.3	-9.2	0.1
C[C@H](CO)N1C[C@H](C)[C@H](CN(C)S(=O)(=O)c2ccc(C#N)cc2)Oc2ncc(-c3cccc(C(F)(F)F)c3)cc2C1=O	-0.6	3.5	-5.4	-0.2	2.7	-0.9	11.6	0.3
N#CC(=Cc1ccnc2ccccc12)c1ccccc1	-0.3	-7.5	0.6	0.3	7.1	-5.3	3.8	-2.5
C[C@@H]1CCCCO[C@@H](CN(C)CC2CC2)[C@H](C)CN([C@@H](C)CO)C(=O)c2cc(NC(=O)CCC(F)(F)F)ccc2O1	-5.7	4.8	18.0	-0.1	-1.4	-1.4	10.3	-0.2
C[C@@H]1CN([C@@H](C)CO)C(=O)Cc2cc(NC(=O)C3CCCCC3)ccc2O[C@@H]1CN(C)S(=O)(=O)c1ccc(F)cc1	2.7	14.4	9.0	-0.5	-18.4	-1.5	-20.2	0.4
COc1ccccc1Cc1c(C2CCCCC2)nc2ccc(Cl)cn12	0.8	2.6	-59.3	nt	-1.2	3.9	-12.0	0.5
c1ccc(CNCCCNCCCCNCCCNCc2ccccc2)cc1	-161.8	0.9	-45.6	-0.2	nt	2.4	1.2	5.3
O=C(Nc1ccon1)c1ccc(S(=O)(=O)N2CCOCC2)cc1	-0.3	-5.5	-8.1	0.3	nt	2.3	-12.8	0.7
O=C(COc1ccc(Cl)cc1Br)Nc1ccccc1N1CCCC1	-3.7	-2.7	-14.3	0.3	nt	1.9	-1.4	nt
COC(=O)C1=C(C(=O)OC)[C@@H]2Nc3ccccc3[C@@]23C[C@@H](C(=O)OC)N(C(=O)c2ccco2)C3=N1	-1.6	?	-1.2	0.8	-8.5	0.4	0.4	-0.2
O=C(CN1CCN(C(=O)CNC(=O)c2ccc(N3CCCC3=O)cc2)CC1)Nc1ccccc1Cl	-0.7	0.1	-12.9	0.7	-1.2	-1.4	-6.7	nt
Cc1cc(C)nc(SCc2ccc(C(=O)N/N=C/c3ccncc3)cc2)n1	0.4	1.1	-10.3	0.4	nt	-2.8	12.9	0.4
COc1ccccc1C(=O)NCC(c1cccs1)N1CCc2ccccc21 (centres undefined)	-4.1	-3.7	-10.5	0.3	-1.9	-0.7	8.4	nt
O=C(CN1C(=O)NC2(CCCC2)C1=O)OCc1c(F)cccc1Cl	2.5	0.0	-7.3	-0.1	-5.1	2.6	16.5	-0.3
Cc1ccccc1-n1c(=O)c2ccccc2n(CC(=O)NCc2ccco2)c1=O	4.7	9.5	-9.1	-0.4	nt	1.1	-4.8	-0.9
CCO[C@@H]1OC(C(=O)NC2CC2)=C[C@H](c2ccc(C(F)(F)F)cc2)[C@H]1CCCO	1.1&11.0	11.8&-3.7	13.2&-8.6	0.1	-9.6&6.3	-0.8&-1.2	-24.3	-0.1
O=C1N=C(N2CCCCC2)S/C1=C\c1ccncc1	0.6	0.9	2.6	-0.1	nt	1.0	6.8	-0.1
COc1ccc(S(=O)(=O)N(C)CC(=O)NC2CC2)cc1OC	-3.9	3.7	-8.7	-0.1	0.6	-1.4	17.8	-0.2
COCCN1CCn2c(nc3cc(NS(C)(=O)=O)ccc32)C1	-2.9	-1.8	-5.6	0.0	-14.0	-0.5	-2.8	0.1
O=C(O)c1ccc2nc(-c3ccco3)c(-c3ccco3)nc2c1	71.6*	-2.2	-18.1	0.1	-1.1	-1.4	-0.7	nt
CSc1ccc(C(=O)C2CCCN(S(=O)(=O)c3c(C)noc3C)C2)cc1 (centres undefined)	-1.6	2.2	-7.0	0.1	-4.5	2.8	-19.7	-3.1
CCCCC[C@H]1CCCCC[C@@H](O)C[C@@H](O)[C@@H](O)/C=C/C(=O)O1	2.3	-11.4	-4.5	0.0	nt	-0.3	16.3	0.2
O=C(C1CCC1)N1CC[C@@H]2[C@@H](CO)Nc3ccc(Br)cc3[C@@H]21	-1.6	17.0	6.2	0.0	nt	1.7	3.8	0.0
COc1cccc2cc(C(C)N(CCCN3CCOCC3)C(=S)Nc3c(C)cccc3C)oc12 (centres undefined)	8.0	-2.3	-12.9	nt	-0.7	-1.0	-43.8	0.4
O=C(Nc1cc(Cl)ccc1N1CCOCC1)c1ccc(N2CCCCC2)c([N+](=O)[O-])c1	-1.1	10.0	-6.1	3.0	-0.5	0.8	19.3	nt
Cc1ccc(C(=O)O)cc1NC(=O)C1CCN(S(=O)(=O)c2ccc3c(c2)OCCO3)CC1	-0.5	-3.4	-6.2	0.0	2.6	2.9	-3.7	1.0
CCNC(=O)[C@@H]1[C@@H](CO)[C@@H]2Cn3c(ccc(/C=C/c4ccccc4)c3=O)[C@H]1N2C(=O)C1CCCC1	-0.1	-3.6	4.1	0.0	nt	-3.2	-11.2	0.0
CCOC(=O)C1=C(C)NC(=O)NC1c1ccc(N(CC)CC)cc1 (centres undefined)	-3.8	7.5	-5.8	0.4	-2.8	-1.1	nt	-0.1
CC(=O)c1c(O)c(C)c(O)c2c1OC1=Cc3c(c(C)nn3-c3ccccc3)C(=O)C12C (centres undefined)	0.3	-7.2	-4.1	0.0	-6.2	-0.5	nt	nt
CCC1CCC(N2CCN(c3ccc([N+](=O)[O-])cc3)CC2)CC1 (centres undefined)	-4.5	-2.9	-5.6	0.2	-4.3	5.4	-17.8	0.1
CN(C)CCCn1cnc2c(c1=N)C(c1ccccc1)c1ccc3ccccc3c1O2 (centres undefined)	-71.3	-4.6	76.2*	0.1	32.8	-0.2	0.4	0.9
CCNC(=O)C1(C)CCN1Cc1cc(-c2ccccc2)n(C)n1 (centres undefined)	-1.8	5.8	-9.0	-0.2	-2.8	-1.8	nt	nt
CCC(=O)Nc1nc2ccc(NC(=O)c3cc(OC)c(OC)c(OC)c3)cc2s1	1.2	nt	-12.3	0.2	-5.7	1.3	-4.5	1.4
Cc1ccc(-c2nnc(SCC(=O)NC3CCCC3)n2C)cc1	4.0	-4.6	-2.5	0.1	-0.3	1.5	7.9	0.0

Ordered by molar mass (high to low): part of the list above
SMILES	Casp6 inh	DENV2 CPE rescue	RAD52 inh	XiGFP reactiv	RAD54 branch	CFTR F508del cor	GSIS activator	E-selectin induc
CC(=O)c1c(O)c(C)c(O)c2c1OC1=Cc3c(c(C)nn3-c3ccccc3)C(=O)C12C (centres undefined)	0.3	-7.2	-4.1	0.0	-6.2	-0.5	nt	nt
Cc1ccc(-c2nnc(SCC(=O)NC3CCCC3)n2C)cc1	4.0	-4.6	-2.5	0.1	-0.3	1.5	7.9	0.0
CCC1CCC(N2CCN(c3ccc([N+](=O)[O-])cc3)CC2)CC1 (centres undefined)	-4.5	-2.9	-5.6	0.2	-4.3	5.4	-17.8	0.1
CCNC(=O)C1(C)CCN1Cc1cc(-c2ccccc2)n(C)n1 (centres undefined)	-1.8	5.8	-9.0	-0.2	-2.8	-1.8	nt	nt
